APP 5UTR inh – APP translation inhibition. SH-SY5Y APP 5'UTR-luciferase reporter, luminescence. inhibition, % at 2 µM. actives 0.82% (n = 190,000). AID 1285;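 active means inhibition above a set limit, derived from the sample mean plus 3 SD, cut at about 45% in these data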; further: values of inactives mirror those of a sister screen read the other way
STAT1 act – STAT1 signaling activation | NIH 3T3 STAT1-luciferase reporter, IFN-gamma, luminescence; 100% = IFN-gamma alone, no compound | actives 2.6% (n = 200,000) | AID 932 | activation (% of control), % at 5.5 µM;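 active means activation above the screen-wide mean activation plus 3 SD, cut at about 130% in these data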;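 further: raw ratio to IFN-gamma control signal so 100% means no change and 0% no light; values of inactives mirror those of a sister screen read the other way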
APP 5'UTR act – APP 5'UTR luciferase reporter activation; SH-SY5Y APP 5'UTR luciferase reporter, luminescence; zero percent = DMSO vehicle wells; AID 1276; actives 1% (n = 190,000); activation, % at 2 µM;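 active means activation above a set limit, based on mean plus 3 SD of controls, cut at about 140% in these data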; further: values of inactives mirror those of a sister screen read the other way
FLuc inh counter – counter-screen for luciferase assay inhibitors: firefly luciferase inhibition. P08659. actives 1.5% (n = 200,000). ATPLite firefly luciferase biochemical luminescence, 10 min. inhibition, % at 10 µM. AID 1006;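 active means inhibition above about 50% when tested at 10 µM, limit read from the data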
Target sequence (P08659 whole entry, looked up): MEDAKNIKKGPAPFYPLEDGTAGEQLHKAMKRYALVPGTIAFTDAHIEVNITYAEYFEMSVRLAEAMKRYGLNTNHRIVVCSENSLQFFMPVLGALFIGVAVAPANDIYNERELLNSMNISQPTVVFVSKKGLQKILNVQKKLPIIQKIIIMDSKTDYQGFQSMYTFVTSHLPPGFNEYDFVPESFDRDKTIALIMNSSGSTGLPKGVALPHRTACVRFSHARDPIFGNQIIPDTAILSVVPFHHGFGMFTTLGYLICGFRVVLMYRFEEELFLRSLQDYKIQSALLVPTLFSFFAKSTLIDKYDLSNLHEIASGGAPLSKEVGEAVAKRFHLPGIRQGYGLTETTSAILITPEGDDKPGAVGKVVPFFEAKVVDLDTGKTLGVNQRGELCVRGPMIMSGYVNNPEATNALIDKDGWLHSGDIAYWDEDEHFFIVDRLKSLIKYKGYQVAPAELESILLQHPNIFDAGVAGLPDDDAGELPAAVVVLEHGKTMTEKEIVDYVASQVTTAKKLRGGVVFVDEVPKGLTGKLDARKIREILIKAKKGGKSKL
STAT3 act – STAT3 signaling activation. AID 871. U3A cells, IL-6 STAT3-luciferase reporter, luminescence; 100% = signal with IL-6 EC80 alone. activation (% of control), % at 5.6 µM. actives 0.91% (n = 190,000);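 active means activation above the screen-wide mean of compound activation plus 3 SD, cut at about 130% in these data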;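 further: 0% = background luminescence of wells with medium and substrate only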
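Material: STAT1-lacking human U3A cells, STAT3 luciferase reporter | Benchmarks: IL-6-only wells as 100% reference | Probe or stimulus: IL-6 (33 ng/mL) | Timing: Compound 1 h, then IL-6 6 h at 37 °C | Detection: Luminescence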
STAT1 inh – STAT1 signaling inhibition | NIH 3T3 STAT1-luciferase reporter, IFN-gamma, luminescence | inhibition, % at 5.5 µM | actives 0.35% (n = 200,000) | AID 920;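 active means inhibition above a set limit, the mean inhibition across all tested compounds plus 3 SD, cut at about 34% in these data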;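 further: 0% = IFN-gamma with DMSO and 100% = IFN-gamma with 300 µM nifuroxazide; values of inactives mirror those of a sister screen read the other way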
FLuc act counter – affects firefly luciferase, flagging false hits in luciferase stimulation screens; ATPlite luciferase biochemical, luminescence, 10 min; 0 = ATP-free wells, 1 = DMSO control; P08659; 200,000 tested, under 10 active; activation factor at 10 µM;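 active means luciferase activation factor, scaled between plate controls, of at least 2 with compound at 10 µM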
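Assay system – cell-free luciferase reagent · Medium – PBS-based ATP solution · Dosing – test compounds dosed from 2 mM stocks in 100% DMSO · Timing – 10 min, room temperature · Technique – light output (luminescence) · Measure – luminescence gain marking luciferase activators · Controls – No-ATP low control, compound-free enzyme-plus-ATP high control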
STAT3 blocker – reduces IL-6 driven STAT3 reporter signal; AID 862; U3A cells, IL-6 STAT3-luciferase reporter, luminescence; host cell line lacks STAT1; actives 0.89% (n = 190,000); inhibition, % at 5.5 µM;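 active means inhibition above the mean inhibition across all screened compounds plus 3 SD, cut at about 44% in these data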;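 further: 0% = DMSO only wells and 100% = 100 µM nifuroxazide control wells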
ROMK primary – human ROMK K+ channel modulation, primary screen; Tet-inducible ROMK, thallium flux fluorescence; actives lie on both sides; P48048; B-score at 10 µM; actives 2% (n = 130,000); AID 1918;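 active means signal ratio slope over the read window, or its plate-corrected B-score, at least 3 SD from the plate mean, either direction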;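 further: B-score of the F/F0 ratio slope over 7 to 12 s after thallium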
Target sequence (P48048 whole entry, looked up): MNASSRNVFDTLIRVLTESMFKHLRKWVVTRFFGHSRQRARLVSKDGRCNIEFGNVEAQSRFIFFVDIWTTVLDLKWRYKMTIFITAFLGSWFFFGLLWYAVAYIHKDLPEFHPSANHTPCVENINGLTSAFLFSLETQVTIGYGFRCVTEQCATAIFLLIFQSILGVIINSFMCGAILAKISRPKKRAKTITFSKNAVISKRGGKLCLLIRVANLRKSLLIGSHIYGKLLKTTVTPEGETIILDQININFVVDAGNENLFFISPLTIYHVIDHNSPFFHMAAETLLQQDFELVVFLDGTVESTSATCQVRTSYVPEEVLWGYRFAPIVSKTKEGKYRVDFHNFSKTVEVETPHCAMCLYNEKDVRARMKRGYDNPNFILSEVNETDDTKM
NF-kB expr up – compounds increasing NF-kB expression in human neuronal cells; NF-kB reporter expression; hits give high values; fold change at 12.5 µM; actives 1.6% (n = 190,000); AID 1239; in the data active means fold change above about 3.3
The depositor's hits bear a star; · = no result given.

smiles,APP 5UTR inh,STAT1 act,APP 5'UTR act,FLuc inh counter,STAT3 act,STAT1 inh,FLuc act counter,STAT3 blocker,ROMK primary,NF-kB expr up
COc1cc(C(=O)N2CCCc3ccccc32)cc(OC)c1OC,-10,96,10,-3,96,2,1,8,·,1.3
CCSC1(SCC)N=C(N)C2(C#N)C(c3ccccc3)NC3=C(CCC3)C12C#N (configuration not stated),-18,84,18,-4,101,17,1,-1,·,0.66
COc1cccc(NC(=O)COc2nc3ccccc3nc2C)c1,14,108,-14,-7,97,-9,1.1,8,·,1.1
CCCN1C(=O)c2cc(C(=O)NC3CCCC3)ccc2C1O (configuration not stated),8,104,-9,-2,98,-5,1,11,·,1.2
N#CNC(=Nc1cccc(F)c1)SCc1ccccc1,-7,90,7,-5,101,10,1.1,0,-0.54,0.89
O=C(CCC1CCCCC1)NNC(=O)c1cnccn1,12,108,-12,-4,106,-9,1,-10,0.46,0.86
Cc1c(Cl)c([N+](=O)[O-])nn1CC(=O)N1CCc2ccccc2C1,0,97,0,-2,92,3,1,11,·,1.2
Cc1ccc(SCCC(=O)N(C)C)cc1,-2,104,2,-3,99,-4,1,5,·,1.3
COC(=O)Nc1nc(C)c(C(=O)N(C)C)s1,10,104,-10,-11,102,-4,1.1,-1,1.1,1.6
COC(=O)CSc1nnc([C@H](Cc2ccccc2)NC(=O)OC(C)(C)C)o1,·,103,·,-2,98,-3,1,9,·,1.1
COc1cccc2cc(C(C)N(CCCN3CCOCC3)C(=S)Nc3cc(C)ccc3C)oc12 (configuration not stated),-4,93,4,0,92,7,1,11,-0.78,1.3
CC1(C)CC(=O)C=C(Nc2ccc(F)cc2F)C1,-10,100,10,-4,101,0,1,3,-0.12,0.87
S=C(Nc1ccc(Cl)cc1)c1sc(N2CCCCC2)nc1N1CCOCC1,-4,95,4,-4,93,6,1,12,-0.16,1.2
NNc1nc2ccc(Cl)cc2s1,-10,109,10,4,118,-10,1,-17,·,1.7
COc1ccc(OC(C)C(=O)Nc2ccc(F)cc2F)cc1 (configuration not stated),7,97,-7,-8,100,2,1.1,2,0.0032,0.95
CCn1cc(S(=O)(=O)CC(=O)Nc2ccc3c(c2)OCCO3)c2ccccc21,-4,102,4,-4,107,-3,1,-3,·,1
Cc1cc(C)n2c(-c3ccccc3Cl)nnc2n1,-8,111,8,-6,84,-12,1.1,22,0.00035,1.1
O=C(Nc1cccnc1)c1cc(F)cc(F)c1,-1,109,1,-10,96,-10,1.1,8,·,1.2
CC1C/C(=C/c2ccco2)C(=O)/C(=C/c2ccco2)C1 (configuration not stated),1,98,-1,0,102,5,1,-5,-1.2,1.5
O=C(CSc1ccc(-c2cccc([N+](=O)[O-])c2)nn1)NCc1ccccc1,11,93,-11,-4,98,6,1,13,-0.42,0.98
CC1(CCc2ccccc2)NC(=O)N(Cc2nnc(-c3ccccc3Br)o2)C1=O (configuration not stated),-4,98,4,-10,97,2,1.1,8,-1.4,0.77
COCCOC(=O)C1=C(C)N=C2SCCC(=O)N2C1c1cccc(Br)c1 (configuration not stated),-2,100,1,-11,101,1,1.1,6,·,1.1
COCC(C)n1c(C)cc(C(=O)COC(=O)c2ccc3c(c2)NC(=O)CS3)c1C (configuration not stated),-12,101,12,-2,85,-2,1,17,·,0.4
O=C(c1cc2cc([N+](=O)[O-])ccc2oc1=O)n1cccn1,-11,104,11,-5,104,-4,1,-6,·,1.2
O=C(N/N=C/c1cccc(O)c1)c1ccc(NC(=O)c2cccc([N+](=O)[O-])c2)cc1,8,103,-8,0,94,-3,1,11,0.1,0.85
Cc1nc(SCC(=O)NCC(F)(F)F)c2c(-c3cccs3)csc2n1,-12,103,12,-4,94,-3,1,10,·,1.1
Cc1ccc(C(O)CN2C3=NCCN3c3ccccc32)cc1 (configuration not stated),-9,100,9,-6,91,0,1.1,13,·,1.2
O=C(N/N=C/c1ccco1)c1ccc(Br)o1,-2,96,2,1,102,4,1,5,0.93,1.3
CCOC(=O)N1CCN(C(=O)C2CCN(Cc3nc(-c4ccccc4C)oc3C)CC2)CC1,·,94,·,-6,100,7,1.1,9,·,0.99
COc1cc(/C=N\NC(=O)c2nonc2N)c(OC)cc1Br,1,104,-1,-3,103,-5,1,1,0.4,0.82
CCN(CC)CCCNC(=S)N(Cc1cccs1)Cc1cc2cc3c(cc2[nH]c1=O)OCCO3,-13,112,13,-6,107,-12,1.1,-6,-11*,1.1
CCCCn1c(SCc2nc(N)nc(N3CCCCC3)n2)nc2c1c(=O)n(C)c(=O)n2C,12,94,-12,-6,102,8,1.1,-5,0.02,1.1
CC(=O)c1sc(NC(=O)C2=NN(c3ccccc3)C(=O)CC2)nc1C,-14,98,14,-1,101,2,1,-2,·,0.97
COc1ccc(-c2cc(C(F)F)n3ncc(C(=O)N4CCSCC4)c3n2)cc1,-2,100,2,-2,103,0,1,1,·,0.94
CCn1c2ccccc2c2cc(C3C(C#N)=C(C)NC(C)=C3C#N)ccc21,-7,103,7,-2,98,-3,1,6,0.093,1.3
CCOc1cc(/C=C/c2cc(C(F)(F)F)[nH]c(=O)n2)ccc1O,-10,81,10,0,95,19,1,9,-2,0.97
Cc1ccc2c(c1)c1c(n2CC(O)Cn2c(C)nc3ccccc32)CCCC1 (configuration not stated),4,99,-4,-5,105,1,1.1,3,·,1.1
COc1ccc(/C=N/OCC(=O)NCC(C)C)c(OC)c1,-7,93,7,-6,101,4,1.1,3,0.23,1
O=C(NCc1cccs1)C1CCCN1C(=O)Nc1cccc(Cl)c1 (configuration not stated),2,100,-2,-10,117,-1,1.1,-5,0.75,1.2
Cc1cc(-c2nnc(-c3cc4ccccc4oc3=O)o2)c(C)n1-c1ccccc1,-40,109,40,4,103,-12,1,1,0.43,1.2
O=c1oc(Nc2cccc(F)c2)nc2ccccc12,-68,112,68,2,100,-13,1,12,·,2.2
Cc1cc(C)c(NC(=O)OCCN2CCOCC2)c(C)c1,9,102,-9,-9,99,-3,1.1,7,-0.04,1.1
O=C(c1cc2c(s1)CCC2)N1C(=O)c2ccccc2S1(=O)=O,-4,105,4,-2,103,-6,1,2,·,1.1
CCn1c(=O)c(C(=O)Nc2ccccn2)c(O)c2ccccc21,14,105,-14,-1,115,-5,1,-11,0.022,1.2
CC1(C)Cc2c(sc3c2c(=N)n(Cc2ccco2)c(=O)n3CC(=O)Nc2ccccc2)CO1,-7,99,7,-3,103,1,1,0,·,1.3
CC(C)n1nc(C(=O)OCn2nnc3ccccc3c2=O)c2ccccc2c1=O,-5,96,5,-9,116,5,1.1,-15,·,0.92
O=C(CCN1C(=O)c2cccc3cccc(c23)C1=O)N1CCN(Cc2ccc3c(c2)OCO3)CC1,14,91,-14,-4,124,10,1,-21,-1.1,0.66
CCOC(=O)c1c(NC(=O)COC(=O)CCS(=O)(=O)c2ccc(C)cc2)sc(C)c1C,15,96,-15,-6,102,4,1.1,-7,·,1
C=CCNC(=S)NNC(=O)c1csc(C)c1C,2,91,-2,8,98,10,0.9,-3,·,1.4
COc1ccccc1Nc1ccc(C(=O)O)cc1[N+](=O)[O-],-9,90,9,-1,97,11,1,11,1.1,1.1
CC(C)C(=O)n1nc(-c2cccnc2)nc1NCc1cccs1,-11,110,11,-1,95,-11,1,13,0.12,1.1
Cc1nc(NC2=NC(C(=O)Nc3ccc(Cl)cc3)CC(=O)N2)nc2ccccc12 (configuration not stated),-18,102,18,4,99,-2,1,2,·,1
O=C(Cn1cncn1)NCCCc1ccccc1,13,107,-13,-4,107,-6,1,-4,0.9,1.1
Cc1c(C(=O)N2CCOCC2)[nH]c2ccc(OCc3ccccc3)cc12,8,98,-8,-4,87,-4,1,16,0.5,0.76
COc1ccccc1/C=C/C(=O)NCC(=O)N/N=C/c1cc(Br)ccc1OC,8,99,-8,-12,97,1,1.1,10,0.093,0.8
NNC(=O)CSc1c(-c2cccs2)[nH]c2ccccc12,-1,98,1,-7,100,2,1.1,-2,-0.56,1.1
Cc1c(C(=O)c2ccccc2)c(=O)n(C)c(=O)n1C,5,105,-5,-6,98,-6,1.1,13,-0.023,1
CC(=O)Nc1cccc(NC(=O)CSc2ccc(C(F)(F)F)cc2[N+](=O)[O-])c1,-6,95,6,4,93,5,1,18,·,1.4
Cc1ccsc1/C=N/n1c(-c2ccccn2)n[nH]c1=S,-9,92,9,7,97,9,0.9,2,-0.0044,1.3
Cc1cc(OC(=O)c2ccccc2Cl)ccc1N1C(=O)CCC1=O,9,110,-9,69*,98,-12,0.3,10,-0.3,1.3

Profiles as entered above. Values in the order: APP 5UTR inh | STAT1 act | APP 5'UTR act | FLuc inh counter | STAT3 act | STAT1 inh | FLuc act counter | STAT3 blocker | ROMK primary | NF-kB expr up
`O=C(c1cc2c(s1)CCC2)N1C(=O)c2ccccc2S1(=O)=O` reads -4 | 105 | 4 | -2 | 103 | -6 | 1 | 2 | · | 1.1
`CC(=O)Nc1cccc(NC(=O)CSc2ccc(C(F)(F)F)cc2[N+](=O)[O-])c1` reads -6 | 95 | 6 | 4 | 93 | 5 | 1 | 18 | · | 1.4
